Assay outcomes from PubChem.
VLA-4 inh – inhibition in a human VLA-4 binding assay; hit rate 0.2% among 330,000; inhibition, % (about 7 µM as worked out from the volumes in the protocol); VLA-4 expressing cells, ligand binding flow cytometry; in the data active means inhibition above about 50%
AGP1 TOR yeast – yeast TOR pathway AGP1-GFP modulation. S. cerevisiae AGP1-GFP multiplex flow cytometry, 3 h; GFP as percent of DMSO wells. GFP response vs DMSO, % at 10 µM. hit rate 0.02% among 320,000. AID 2066;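 active means GFP response relative to DMSO above a set limit, near screen average plus 3 SD, cut at about 150% in these data; inconclusive means fewer than 70 cells counted for the yeast strain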;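 further: median GFP channel fluorescence of the gated AGP1 strain per well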
GASC-1 inh – human JMJD2C demethylase inhibition | AID 2099 | inhibition, % at 2.35 µM | GST-JMJD2C(1-420) H3K9me3 demethylation, DELFIA europium | hit rate 0.069% among 330,000 | Q9H3R0;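 active means more than half of a compound's replicate wells show inhibition beyond 50%, single wells judged on their own value; inconclusive means some, but no more than half, of replicates pass 50% inhibition; inactive means no replicate passes 50% inhibition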;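 further: signal counts dimethyl H3K9 product captured on neutravidin plate; 0% = median of DMSO wells and 100% = 0.3 times that DMSO median; strong numbers were not always called active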
Target sequence (Q9H3R0 1-420 limits assumed): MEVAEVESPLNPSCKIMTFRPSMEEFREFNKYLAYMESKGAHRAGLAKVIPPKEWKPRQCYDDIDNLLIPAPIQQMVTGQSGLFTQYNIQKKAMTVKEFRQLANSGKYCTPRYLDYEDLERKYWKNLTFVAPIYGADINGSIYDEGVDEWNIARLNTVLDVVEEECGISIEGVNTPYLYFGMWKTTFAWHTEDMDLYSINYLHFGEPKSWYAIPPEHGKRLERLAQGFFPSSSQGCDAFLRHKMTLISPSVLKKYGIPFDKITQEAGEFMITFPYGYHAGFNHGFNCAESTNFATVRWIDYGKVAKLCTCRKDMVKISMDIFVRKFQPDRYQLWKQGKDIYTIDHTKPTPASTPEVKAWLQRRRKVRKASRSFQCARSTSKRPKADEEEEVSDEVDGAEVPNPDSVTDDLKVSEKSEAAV
MEP2 TOR yeast – modulators of TOR pathway MEP2-GFP in S. cerevisiae | GFP response vs DMSO, % at 10 µM | AID 2016 | hit rate 0.51% among 330,000 | S. cerevisiae MEP2-GFP strain, flow cytometry GFP, 3 h; 100% = DMSO control level;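 active means GFP response versus DMSO above a set limit, roughly screen mean plus 3 SD, cut at about 180% in these data; inconclusive means fewer than 70 cells counted for a yeast strain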;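 further: median GFP fluorescence of the barcode-gated MEP2-GFP cells per well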
CIT2 TOR yeast – modulators of TOR pathway CIT2-GFP in S. cerevisiae; S. cerevisiae CIT2-GFP strain, flow cytometry, 3 h; 100 means same as DMSO wells; GFP response vs DMSO, % at 10 µM; hit rate 0.065% among 320,000;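 active means GFP response relative to DMSO above a set limit, near the screen mean plus 3 SD, cut at about 150% in these data; inconclusive means Fewer than 70 cells measured for a yeast strain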;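 further: ratio of well median GFP fluorescence to mean of DMSO wells on the plate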
GRK2 inh – inhibitors of human GRK2 displacing RNA aptamer | P25098 | bead flow cytometry, FAM-aptamer displacement from GRK2 | inhibition of aptamer binding, % at 10 µM | hit rate 0.59% among 330,000 | AID 488847;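 active means inhibition of aptamer binding above 40%, roughly 3 SD of noise, on plates passing a quality check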;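 further: median bead fluorescence of bound FAM aptamer so fluorescent compounds give negative values; no value below 0 was filed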
Target sequence (P25098 whole entry, looked up): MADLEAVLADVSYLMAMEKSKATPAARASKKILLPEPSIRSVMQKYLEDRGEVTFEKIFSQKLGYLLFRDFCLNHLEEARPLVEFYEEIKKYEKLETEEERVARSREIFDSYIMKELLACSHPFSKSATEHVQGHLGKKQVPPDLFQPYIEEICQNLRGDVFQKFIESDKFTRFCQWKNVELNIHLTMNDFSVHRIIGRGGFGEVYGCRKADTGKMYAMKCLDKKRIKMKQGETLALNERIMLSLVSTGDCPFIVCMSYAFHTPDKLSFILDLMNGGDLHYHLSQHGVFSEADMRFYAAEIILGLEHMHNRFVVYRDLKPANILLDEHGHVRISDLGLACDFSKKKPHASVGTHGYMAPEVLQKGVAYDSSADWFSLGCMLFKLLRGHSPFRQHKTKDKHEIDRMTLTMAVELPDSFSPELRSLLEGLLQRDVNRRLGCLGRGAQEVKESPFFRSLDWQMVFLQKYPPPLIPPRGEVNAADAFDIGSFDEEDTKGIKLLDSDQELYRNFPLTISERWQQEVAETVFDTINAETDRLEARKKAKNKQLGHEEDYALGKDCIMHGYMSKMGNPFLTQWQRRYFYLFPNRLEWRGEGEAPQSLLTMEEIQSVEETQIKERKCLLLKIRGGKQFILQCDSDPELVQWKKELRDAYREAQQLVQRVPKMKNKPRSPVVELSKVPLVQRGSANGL
RPL19A-GFP yeast – alters RPL19A-GFP fluorescence in TOR pathway yeast screen. hit rate 0.3% among 330,000. S. cerevisiae RPL19A-GFP strain, flow cytometry, 3 h; stronger effect = lower value. AID 2025. percent response vs DMSO, % at 10 µM;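 active means percent response vs DMSO below 50%; inconclusive means fewer than 70 events counted for the yeast strain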;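 further: median channel GFP fluorescence of the barcoded RPL19A-GFP strain; ratio of sample median GFP to plate DMSO average so 100% = DMSO; lower means less RPL19A-GFP as with rapamycin TOR inhibition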
LAP4-GFP MLPCN – yeast TOR pathway LAP4-GFP modulation; S. cerevisiae LAP4-GFP multiplex, flow cytometry GFP, 3 h; median GFP as percent of DMSO wells; GFP response vs DMSO, % at 10 µM; hit rate 0.34% among 320,000; AID 2023;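 active means GFP response vs DMSO above a set limit, about the screen mean plus 3 SD, cut at about 150% in these data; inconclusive means under 70 cell events counted for the yeast strain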
Starred values were filed as active, the others as inactive; ? = inconclusive; . = not tested or not shown. This is a random part of the collection. Share with any hit: about 1.7%.

Fields: VLA-4 inh	AGP1 TOR yeast	GASC-1 inh	MEP2 TOR yeast	CIT2 TOR yeast	GRK2 inh	RPL19A-GFP yeast	LAP4-GFP MLPCN
> CCOc1ccc(C(=O)Nc2c3c(nn2-c2ccc(F)cc2)CS(=O)C3)cc1 (stereo unspecified)
→ 3	101	7	100	98	1	99	93
> O=C(Nc1cccc(F)c1)c1ccc2c(c1)OCCO2
→ -11	100	-10	100	90	0	104	126
> O=C(OCc1nnc(-c2ccccc2)o1)C1CC(=O)N(c2ccccc2)C1 (stereo unspecified)
→ 10	93	3	103	96	0	100	96
> CCCCNC(=O)CCC(=O)Nc1ccc2nc(N3CCN(C)CC3)cc(C)c2c1
→ 11	104	23	99	104	7	99	107
> CC(C)Oc1ccc(C(=O)N(CN2CCCC2=O)c2ccc(F)cc2)cc1
→ 12	100	-8	95	101	3	101	92
> CCn1cnc2c1c(=O)n(CC(=O)NCC(F)(F)F)c(=O)n2Cc1ccccc1
→ -1	106	-2	94	98	1	100	94
> CC(C)CCNC(=O)C1CCN(S(=O)(=O)c2ccc3c(c2)CC(C)N3C(=O)C2CC2)CC1 (stereo unspecified)
→ 8	89	1	84	98	2	88	81
> COc1cccc(C(=O)O/N=C(\N)Cc2ccc(Cl)cc2)c1
→ -13	51	-9	106	106	0	84	142
> COc1cccc(-c2cc(C(=O)N3CCCCC3C)no2)c1 (stereo unspecified)
→ 0	104	-6	107	101	1	101	101
> O=C(Nc1ccccc1)Nc1nccs1
→ 3	105	-17	96	111	1	100	97
> O=C(C1=C[C@@H](c2ccc(C(F)(F)F)cc2)C[C@@H](OCc2ccc(CO)cc2)O1)N1CCN(Cc2ccc3c(c2)OCO3)CC1
→ -4	88	10	89	95	0	94	137
> CSc1ccc(NC(=O)NCCCN2CCN(c3ccccc3F)CC2)cc1
→ 25	109	1	100	98	0	103	101
> COc1ccc(C2Oc3ccccc3C3=C2C(c2cccs2)n2ncnc2N3)cc1 (stereo unspecified)
→ 1	.	-14	97	101	3	98	107
> COC(=O)c1cccnc1-n1c(=O)c2cccnc2n(Cc2ccc(Cl)cc2)c1=O
→ 2	97	23	91	88	0	96	97
> CC1(C)C(=O)Nc2ccccc2N1C(=O)COC(=O)Cc1ccc(Cl)c(Cl)c1
→ 5	95	3	92	96	2	95	90
> CC(C)(C)OC(=O)N[C@@H](CC(=O)OCc1ccccc1)C(=O)O
→ -3	104	0	93	99	2	96	97
> CC(C)C[C@H]1CN=C(N(C)C)N1CC(C)C
→ 19	96	-2	100	89	0	96	90
> COc1ccc(S(=O)(=O)N2CCCCC2)cc1NC(=O)CSc1ncnc2ccccc12
→ -7	110	-2	115	109	0	107	110
> CN(C)/C=N/C1=C(C#N)C(c2ccc(Br)cc2)c2ccc3ccccc3c2O1 (stereo unspecified)
→ -9	93	-15	91	97	0	91	103
> Cc1cccc(NC(=O)c2cccc(N3C(=O)C4C5C=CC(C6CC56)C4C3=O)c2)c1 (stereo unspecified)
→ 6	103	-3	101	101	1	99	106
> Cc1oc(-c2cccc3ccccc23)nc1CN1CCC[C@H]1CO
→ 0	99	-1	97	97	0	97	125
> O=C(COc1ccccc1Cl)Nc1ccc(CN2CCOCC2)cc1
→ 2	99	2	91	.	0	108	77
> CCCNC(=O)NC(=O)COC(=O)CC(NC(N)=O)c1ccc(Cl)cc1 (stereo unspecified)
→ 2	106	-3	105	106	0	109	97
> CCCNC(=O)c1cnc(Sc2ncc(C(F)(F)F)cc2Cl)n1C
→ 7	89	6	93	98	0	91	88
> CC1CCN(c2c(NCc3ccc(C(=O)NCCc4ccc(Cl)cc4)cc3)c(=O)c2=O)CC1
→ -13	98	-5	97	91	1	98	97
> COc1ccc(/C=N/OCC(=O)OCC(=O)N(C)c2ccccc2)cc1
→ 25	104	9	104	96	0	98	109
> COc1ccc(N2CCN(C(=S)Nc3ccc(OC)cc3OC)CC2)cc1
→ 8	105	-6	122	109	0	107	100
> Oc1ccc(O)c(-c2cnns2)c1
→ 16	91	-1	98	82	4	90	98
> CCc1c(O)cc(=O)n(-c2ccccc2)c1-c1ccccc1
→ 0	101	-24	101	103	6	104	89
> COc1ccc(CCN(Cc2cccs2)S(=O)(=O)c2ccc(C(=O)O)cc2)cc1OC
→ 7	96	-20	92	98	0	96	92
> O=C(CSc1nnc(-c2cccc(S(=O)(=O)N3CCCCC3)c2)o1)c1ccc[nH]1
→ 7	100	0	99	99	0	100	94
> CCOC(=O)c1cnc(-c2ccccc2)nc1N1CC(C)OC(C)C1 (stereo unspecified)
→ 40	88	-2	90	96	4	88	98
> O=C(Oc1ccccc1Cl)c1ccc(-n2cncn2)nc1
→ -11	103	12	107	102	2	103	99
> Cc1cccc(N2CCN(S(=O)(=O)c3cn(C)cn3)CC2)c1C
→ -5	100	6	89	105	3	88	103
> COc1cccc(CN(C)CC(=O)NC(=O)NCc2ccccc2)c1
→ -1	92	12	92	103	1	102	87
> COC(=O)C1(C)NC(c2ccc(OC)cc2)C2C(=O)N(c3ccccc3)C(=O)C21 (stereo unspecified)
→ -2	106	12	107	108	0	106	97
> CCCN(CC(=O)Nc1ccc(Cl)cc1Cl)C(=O)/C=C/c1ccco1
→ 4	95	6	106	100	1	105	106
> Cc1cc(OCC(=O)Nc2ncn[nH]2)ccc1Cl
→ -3	103	0	92	108	0	100	103
> CCCCN(CC)CCNS(=O)(=O)c1ccc2c(c1)oc(=O)n2C
→ 5	105	-9	103	99	0	101	101
> CSc1ccc(NC(=O)/C=C/C(=O)O)cc1
→ -6	106	4	101	89	0	99	111
> Cc1ccc(S(=O)(=O)N2CCN(C(=O)c3ccc4c(c3)OCO4)CC2)cc1
→ 5	99	-13	101	94	0	100	94
> CC(=O)c1ccc(S(=O)(=O)N2CCNCC2)cc1
→ 5	107	4	102	104	5	101	103
> O=C(Nc1ccc(Br)cc1Cl)c1ccc(OCC2CCCO2)cc1 (stereo unspecified)
→ 14	100	8	105	110	0	95	111
> CCn1c(SCC(=O)NCC2CCCO2)nc2c([nH]c3ccccc32)c1=O (stereo unspecified)
→ -11	101	-2	102	92	1	95	98
> Cc1ccccc1S(=O)(=O)Nc1ncnc2sccc12
→ -17	105	.	104	93	0	99	111
> O=C(Nc1ccc(NC(=S)NC(=O)c2cccs2)cc1)c1ccccc1
→ 5	106	2	103	111	0	106	99
> Cc1ccc(OC(=O)c2oc3ccc(F)cc3c2C)c(C)c1
→ -4	91	-7	101	92	0	95	97
> O=C(Nc1nnc(C2CCCCC2)s1)C1CC(=O)N(c2ccc(F)cc2)C1 (stereo unspecified)
→ -4	94	-2	102	93	0	105	88
> CCOc1ccccc1OCCOc1ccccc1CC
→ -21	99	0	102	106	2	97	99
> COc1cccc(/C=N/NC(=O)CC(=O)NCCc2ccccc2)c1OC
→ 20	98	6	98	99	0	99	98
> Cc1ccc(Cl)cc1N1CCN(S(=O)(=O)c2cc3c(cc2C)NC(=O)CO3)CC1
→ -8	99	86	100	97	0	98	99
> CCN(CC)c1nc(-c2ccccn2)nc(-c2ccccc2)c1C#N
→ 10	110	25	109	95	3	97	116
> Cc1cc(C)nc(SC2CC(=O)N(c3ccc(Cl)cc3)C2=O)n1 (stereo unspecified)
→ 30	99	2	101	100	0	100	101
> O=C(Oc1c(-c2ccccc2)c(=O)n2c3c(cccc13)CC2)c1cccc([N+](=O)[O-])c1
→ 4	101	-10	110	80	0	97	106
> CCN(CC)P(=O)(Nc1ccc(C)cc1Br)c1ccc(N(C)C)cc1NC(=O)c1ccco1 (stereo unspecified)
→ -5	92	-8	96	86	2	96	89
> CCOC(=O)C1CCN(C(=S)Nc2ccccc2)CC1
→ 6	99	0	97	94	0	102	97
> COc1cc(CNCc2cccs2)ccc1OCc1ccccc1
→ 42	99	12	100	94	30	98	101
> O=C1C2C3C=CC(C3)C2C(=O)N1CC1CCCO1 (stereo unspecified)
→ 30	104	.	102	95	0	99	93
> CC(C)c1cc(C(=O)N2CCCC(Nc3ccc(F)c(F)c3)C2)nc(N)n1 (stereo unspecified)
→ 9	96	4	98	96	1	96	92
> CCCCOc1cccc(C(=O)Nc2ccccc2N2CCCC2)c1
→ 11	94	-9	110	96	0	105	104

(listing goes on)
Fields: VLA-4 inh	AGP1 TOR yeast	GASC-1 inh	MEP2 TOR yeast	CIT2 TOR yeast	GRK2 inh	RPL19A-GFP yeast	LAP4-GFP MLPCN
> O=C(Nc1ccc([N+](=O)[O-])c(NC(=O)C2CCCO2)c1)C1CCCO1 (stereo unspecified)
→ 9	99	9	109	107	3	104	102
> O=C(c1cccs1)N1CCC(c2nc3c(nnn3Cc3ccccc3)c(=O)[nH]2)CC1
→ -5	97	-2	104	94	0	98	107
> CC1(C)CC(=O)C2=C(C1)Nc1ccccc1NC2c1nc2ccccc2[nH]1 (stereo unspecified)
→ 13	97	6	99	94	0	100	93
> CC1=C(C(=O)Nc2ccccc2)C(c2ccco2)n2ncnc2N1 (stereo unspecified)
→ 10	101	-5	97	94	3	94	102
> O=C1C=C(c2ccoc2)N2CCC[C@H]2C1
→ 1	109	0	102	101	4	99	116
> COc1ccc(C(=O)Nc2cccc(S(=O)(=O)N3CCCC3)c2)cc1S(=O)(=O)N1CCOCC1
→ -14	95	-196	96	106	0	98	91
> C#CCOCCOCCOCCNc1nc(N2CCOCC2)nc(N2CCN(C(=O)[C@H](CCC(=O)O)n3cc(C(N)Cc4ccc(O)cc4)nn3)CC2)n1 (stereo partly specified)
→ 23	87	1	95	91	4	95	119
> O=C(NCc1ccccc1)/C(=C\c1ccc([N+](=O)[O-])cc1)NC(=O)c1ccco1
→ -10	94	1	96	100	0	96	86
> Cc1ccc(CNC(=O)c2cccnc2Cl)cc1
→ 9	106	2	103	99	2	103	117
> CC(C)(C)c1ccc(C(=O)N/C(=C\c2ccco2)C(=O)O)cc1
→ 10	103	-32	97	91	3	97	98
> CCCn1nc(C(=O)OCC(=O)c2ccccc2)c2ccccc2c1=O
→ 7	89	5	94	96	0	100	97
> COc1ccc(S(=O)(=O)N2CCC(C(=O)N3CCN(C)CC3)CC2)cc1OC
→ 1	97	-34	104	106	4	103	94
> Cc1ccc(C(=O)NC(Cc2c[nH]c3ccccc23)C(=O)O)o1 (stereo unspecified)
→ -1	94	6	100	93	2	96	93
> CCSc1nc(=S)cc(C)[nH]1
→ 24	92	-13	88	101	8	99	105
> Cc1ccc(S(=O)(=O)Nc2cccc(C(=O)NCCCn3ccnc3)c2)cc1F
→ -6	103	?	107	107	3	103	102
> CCn1c(C(=O)N2CCc3ccccc3C2)cc2sccc21
→ -14	100	35	91	91	0	100	92
> CCC(=O)Nc1cc(-c2nn3c(C)nnc3s2)ccc1C
→ 1	104	3	106	97	1	100	103
> CC1CCCC(C)N1C(=O)CSc1nccc(=O)[nH]1 (stereo unspecified)
→ 14	85	17	88	97	0	91	79
> CCS(=O)(=O)NCCc1csc(-c2cccnc2)n1
→ 0	89	-13	93	88	1	91	98
> N#CCc1ccccc1C(=O)OCC(=O)N(Cc1ccccc1)Cc1ccccc1
→ -17	98	1	91	86	2	92	97
> O=C(C1CCCO1)N1CCN(C(=S)Nc2ccc(F)c(Cl)c2)CC1 (stereo unspecified)
→ 42	103	-18	106	98	0	101	98
> Nc1cccc(NC(=O)c2ccco2)c1
→ -2	101	-3	91	100	0	98	98
